Bioassay records as filed in PubChem.
Cav32 inh = blocks human Cav3.2 T-type calcium channel; O95180; Cav3.2-expressing cells, Fluo-4 calcium fluorescence FDSS; hits give low values; B-score at 10 µM; hit rate 4% among 100,000; AID 449739;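 active = single-dose well whose peak fluorescence ratio is a statistical outlier from its plate by either plate-standardised score or position-corrected B-score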
Target sequence (O95180 whole entry, looked up): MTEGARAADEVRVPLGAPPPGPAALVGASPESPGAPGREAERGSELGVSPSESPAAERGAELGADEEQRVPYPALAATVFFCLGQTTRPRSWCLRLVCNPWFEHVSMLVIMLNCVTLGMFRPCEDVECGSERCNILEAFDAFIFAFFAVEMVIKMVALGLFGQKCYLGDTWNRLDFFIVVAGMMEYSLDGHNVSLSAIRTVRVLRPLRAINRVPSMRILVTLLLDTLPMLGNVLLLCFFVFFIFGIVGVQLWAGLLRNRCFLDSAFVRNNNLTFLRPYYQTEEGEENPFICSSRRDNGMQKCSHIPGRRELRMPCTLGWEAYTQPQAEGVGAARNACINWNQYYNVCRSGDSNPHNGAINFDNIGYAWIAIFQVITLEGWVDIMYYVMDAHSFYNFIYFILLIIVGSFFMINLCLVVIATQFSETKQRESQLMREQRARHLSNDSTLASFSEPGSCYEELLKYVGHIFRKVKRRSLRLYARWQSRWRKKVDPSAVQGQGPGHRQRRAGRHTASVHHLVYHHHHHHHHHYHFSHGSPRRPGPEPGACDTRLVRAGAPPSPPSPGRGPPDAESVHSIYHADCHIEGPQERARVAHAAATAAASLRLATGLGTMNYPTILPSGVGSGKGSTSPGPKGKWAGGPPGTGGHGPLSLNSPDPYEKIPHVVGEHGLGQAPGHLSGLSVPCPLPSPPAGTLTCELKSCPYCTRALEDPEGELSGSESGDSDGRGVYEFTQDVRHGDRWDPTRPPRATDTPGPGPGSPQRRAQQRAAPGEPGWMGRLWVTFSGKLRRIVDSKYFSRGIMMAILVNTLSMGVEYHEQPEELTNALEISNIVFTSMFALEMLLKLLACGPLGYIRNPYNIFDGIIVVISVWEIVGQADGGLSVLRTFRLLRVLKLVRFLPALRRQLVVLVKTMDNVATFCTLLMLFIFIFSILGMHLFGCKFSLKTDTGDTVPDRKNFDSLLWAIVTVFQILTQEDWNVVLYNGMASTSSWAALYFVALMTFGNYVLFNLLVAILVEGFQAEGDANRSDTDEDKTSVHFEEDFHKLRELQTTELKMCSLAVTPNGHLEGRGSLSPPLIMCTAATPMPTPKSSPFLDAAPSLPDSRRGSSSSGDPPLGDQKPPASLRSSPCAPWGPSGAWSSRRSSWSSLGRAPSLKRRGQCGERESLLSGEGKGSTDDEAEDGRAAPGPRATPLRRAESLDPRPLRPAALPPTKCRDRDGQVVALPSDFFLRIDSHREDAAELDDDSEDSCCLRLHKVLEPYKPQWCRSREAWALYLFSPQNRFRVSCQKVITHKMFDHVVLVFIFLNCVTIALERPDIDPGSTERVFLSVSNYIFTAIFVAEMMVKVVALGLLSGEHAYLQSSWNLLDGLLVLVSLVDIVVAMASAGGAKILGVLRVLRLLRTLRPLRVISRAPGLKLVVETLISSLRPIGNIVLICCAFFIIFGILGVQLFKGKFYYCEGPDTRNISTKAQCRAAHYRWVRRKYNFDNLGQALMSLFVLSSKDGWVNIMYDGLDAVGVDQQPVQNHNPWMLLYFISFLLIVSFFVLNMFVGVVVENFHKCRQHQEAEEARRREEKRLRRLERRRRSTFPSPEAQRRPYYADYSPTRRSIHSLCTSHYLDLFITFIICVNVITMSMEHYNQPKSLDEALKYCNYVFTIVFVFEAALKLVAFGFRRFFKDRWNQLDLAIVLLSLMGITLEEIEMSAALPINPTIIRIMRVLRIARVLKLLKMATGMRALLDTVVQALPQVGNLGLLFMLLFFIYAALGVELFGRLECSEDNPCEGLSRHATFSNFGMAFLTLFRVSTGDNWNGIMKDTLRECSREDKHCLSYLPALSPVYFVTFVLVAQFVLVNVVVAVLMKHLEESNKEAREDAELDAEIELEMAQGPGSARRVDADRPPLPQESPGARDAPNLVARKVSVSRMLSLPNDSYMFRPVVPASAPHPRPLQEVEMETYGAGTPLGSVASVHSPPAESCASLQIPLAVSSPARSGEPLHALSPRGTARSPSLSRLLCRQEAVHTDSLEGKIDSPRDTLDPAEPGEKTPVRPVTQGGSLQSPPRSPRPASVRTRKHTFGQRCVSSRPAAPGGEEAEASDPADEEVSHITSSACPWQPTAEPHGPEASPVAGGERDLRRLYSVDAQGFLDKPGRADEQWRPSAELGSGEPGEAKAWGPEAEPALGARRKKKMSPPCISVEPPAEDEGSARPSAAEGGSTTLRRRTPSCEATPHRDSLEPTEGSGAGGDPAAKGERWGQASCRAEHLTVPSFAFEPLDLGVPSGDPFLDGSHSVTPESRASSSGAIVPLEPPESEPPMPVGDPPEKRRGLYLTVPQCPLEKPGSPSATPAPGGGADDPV
Numbers without * were called inactive. Not all compounds are listed; rates above refer to the full screens.

Cav32 inh	SMILES
-0.16	Cc1ccccc1C(=O)O/N=C(\N)c1cccc([N+](=O)[O-])c1
0.32	O=C(CCCn1nnc(-c2cccnc2)n1)c1ccc(F)cc1
-0.24	O=C(c1cccc(Cl)c1)N1CCCC(c2ccc(Cl)cc2)=N1
0.23	CCOc1ccc(N2C(=O)CC(N3CCN(c4ccc(C(=O)c5ccncc5)cc4)CC3)C2=O)cc1 (stereo unspecified)
1.2	Cc1cc2c(cc1C)NC(c1cccnc1)C1=C(CC(C)(C)CC1=O)N2 (stereo unspecified)
-1.8	CN(c1ccccc1)S(=O)(=O)c1ccc(NC(=O)c2ccc(-c3ccccc3)cc2)cc1
0.68	CC1=NN(C(=O)Cc2ccccc2)C(O)(c2cccnc2)C1 (stereo unspecified)
-0.38	C=CCSc1nnc(-c2cc3c(s2)-c2ccccc2CC3)o1
-0.14	COc1cccc(OCCc2c(C)n[nH]c2C)c1
0.043	Cc1ccc(Nc2oc(C)nc2C#N)cc1
0.74	COc1ccc(-c2ccc(CCC(=O)O)n2CC(C)C)cc1
-3.9	O=[N+]([O-])c1ccc(-n2nncc2-c2ccc(Cl)cc2)cc1

Continued, overlapping the part above by 2 compounds.
Cav32 inh	SMILES
0.74	COc1ccc(-c2ccc(CCC(=O)O)n2CC(C)C)cc1
-3.9	O=[N+]([O-])c1ccc(-n2nncc2-c2ccc(Cl)cc2)cc1
0.44	COc1ccccc1CNC(=O)c1ccccc1N(C)S(C)(=O)=O
0.037	CCOC(=O)C1CCCN(C(=O)c2ccc(OCC)cc2)C1 (stereo unspecified)
-0.06	Cc1ccc(CNC(=O)CN(C)S(=O)(=O)c2cccc3cccnc23)cc1
0.62	O=C(Cn1nnc(-c2ccncc2)n1)N1CCc2ccccc21
-0.14	CCC(Sc1ncccc1C(=O)OC(C)C)C(=O)NCc1ccco1 (stereo unspecified)
0.59	C=CCN(CC(=O)NCc1ccc(F)cc1)C(=O)c1csnn1
-0.23	CC1CCCCN1C(=O)CSc1nnc(-c2ccc(Cl)s2)o1 (stereo unspecified)
-1.5	S=C(NCCSCc1ccc(Cl)c(Cl)c1)Nc1ccccc1
-4.4*	COc1ccccc1CN(Cc1cc2cc(C)ccc2[nH]c1=O)Cc1nnnn1Cc1ccco1
0.35	CCOC(=O)c1cc(CN2CCOCC2)oc1-c1ccccc1
1.8	Cn1c(=O)n(CC(=O)Nc2cccnc2)c2ccccc21
-4.3*	Cc1cc2nc(CCN(C(=S)NCC(C)C)C3CCCC3)[nH]c2cc1C

Cav32 inh	SMILES
0.19	COc1cccc(CNC2CCCC2)c1
0.58	Cc1ccc(NC(=O)CSCC(N)=O)cc1C
-1.5	CCCc1cc(=O)oc2cc(C)cc(O)c12
-0.028	Cc1cc(C)n(CC(O)COc2ccccc2)n1 (stereo unspecified)
1.8	O=C(NC1CCCCC1)N1CCC(c2nc3ccccc3[nH]2)CC1
0.32	C=CCNC(=S)NNC(=O)c1cccc2ccccc12
1.7	CC(C)[C@H](NC(=O)NCc1ccco1)C(=O)O
-0.96	Cn1cc(Cl)c(C(=O)N(Cc2ccccc2)c2ccccn2)n1
-0.65	CC1CCCCC1NC(=O)c1ccc(CNc2c(N3CCCC3)c(=O)c2=O)cc1 (stereo unspecified)
-0.05	COc1ccc2c(c1)SCC(=O)N2C
0.68	CC1(OC(=O)C2CCCC2)C(=O)C=C2C=C3CCCN3C=C2C1=O (stereo unspecified)
-0.89	O=C(CSc1nc2cc(Cl)ccc2s1)NC(=O)NCc1ccco1

Cav32 inh	SMILES
0.64	Cc1cccc(C)c1N1C(=O)c2ccccc2C1=O
-0.27	O=C(Nc1nc2c(Cl)ccc(Cl)c2s1)c1ccco1
0.0076	CCn1c(SCC(=O)Nc2cccc(NC(=O)c3cccs3)c2)nnc1-c1ccncc1
-3.2	COc1ccccc1C(=O)Nc1cccc(SC)c1
0.34	C=CCNC(=S)N1CCC(C(=O)c2ccc(OC)cc2)CC1
-2	O=C(c1ccco1)[C@@H]1[C@@H]2C(=O)N(c3ccc(Br)cc3)C(=O)[C@@H]2C2c3ccccc3C=CN21 (stereo partly specified)
0.13	COc1ccccc1C1C(C(=O)c2cc3ccccc3o2)=C(O)C(=O)N1CCN(C)C (stereo unspecified)
-0.65	COc1ccccc1NC(=S)NC(=O)CCCOc1ccc(Cl)cc1Cl
-1.2	CCOc1ccc(-c2ncncc2-c2ccc(OC)cc2)c(O)c1
0.34	CCCn1nnnc1SCC(=O)NCc1cccs1
0.94	CC(=O)N(c1ccc2oc(=O)sc2c1)S(=O)(=O)c1ccccc1
0.062	Cc1ccc(CCNC(=O)C2CC(c3ccccc3[N+](=O)[O-])=NO2)cc1 (stereo unspecified)

Cav32 inh	SMILES
1.8	COCC(C)NC(=O)c1noc2c1CCc1cc(OC)ccc1-2 (stereo unspecified)
-0.85	Cc1cc(C)c2c(N)c(C(=O)N3CCCCCC3)sc2n1
-1.7	COc1ccc(N/C=C/C(=O)c2ccc(C)cc2)c([N+](=O)[O-])c1
-5.4*	Cc1ccc(C)c(N2CCN(C(=O)Cc3cn(C)c4ccccc34)CC2)c1
-11*	Cc1cc(/C=C(/C#N)c2nc3ccccc3[nH]2)c(C)n1-c1cccc([N+](=O)[O-])c1
-0.44	COc1ccc(C(CNC(=O)c2ccc(-n3cnnn3)cc2)N2CCOCC2)cc1 (stereo unspecified)
0.031	Cc1cc2cc(CNC(=O)c3ccc(S(=O)(=O)N4CCOCC4)cc3)ccc2n1C
-7*	C=CCn1c(NC(=O)c2ccccc2Cl)c(C#N)c2nc3ccccc3nc21
-0.91	CCOCC(=O)Nc1nc2ccc(C)cc2s1
-0.2	Cn1nnnc1SCC(=O)Nc1nc(-c2ccccc2)c(-c2ccccc2)o1
0.96	COc1ccc(-c2oc3cc(OC)c(O)c(OC)c3c(=O)c2OC)cc1O
-0.077	Cc1cc(C)nc(/N=C(\N)Nc2ccc(F)c([N+](=O)[O-])c2)n1

Cav32 inh	SMILES
0.67	CCOC(=O)COc1nc(N(C)C)nc(N(C)C)n1
0.44	CCCSc1nc(=O)n2cc(C)ccc2n1
-0.17	Cc1cc(C)c(NC2=CC(=O)CC(C)(C)C2)c(C#N)c1
-1.2	O=C(CSCc1ccccc1)Nc1ccc2c(c1)OCO2
-0.25	Cn1c(SCC(=O)N(C2CCCCC2)C2CCCCC2)nnc1-c1cccs1
-2.9	COc1ccc(CNC(=O)Cc2c(C(=O)O)[nH]c3ccccc23)cc1
-0.56	CNC(=S)Nc1ccc(OC)c(OC)c1
0.16	Cn1c(Cn2c(C(F)(F)F)nc3ccccc32)nc2ccccc21
-0.15	O=C(CSc1nnc(C2COc3ccccc3O2)o1)N1CCOCC1 (stereo unspecified)
-0.88	Cc1cc(C)cc(NC2=CC(=O)CC(c3ccco3)C2)c1 (stereo unspecified)
0.099	COCCCn1nnnc1SCC(=O)Nc1nc(C)c(C)s1
-1.6	C#Cc1ccc([C@@H]2C=C(C(=O)O)O[C@H](OCCCCO)C2)cc1

Cav32 inh	SMILES
1.2	Cc1c(N(C(=O)Nc2ccccc2)C2=NCC(C)S2)c(=O)n(-c2ccccc2)n1C (stereo unspecified)
-1.3	CCC1=NN2C(=N)/C(=C\c3ccc(SCc4ccco4)o3)C(=O)N=C2S1
0.29	Cc1ccc(CNC(=O)c2ccccc2N)cc1
0.14	CC(C)(C)C(=O)NCCc1nc2ccccc2n1CC(=O)c1ccccc1
0.29	COC(=O)c1ccc(C2CC(=O)Nc3cc(OC)c(OC)cc32)cc1 (stereo unspecified)
0.65	O=C1Nc2cccnc2Sc2ccccc21
0.33	COc1cc(OC)nc(NC(=O)COC(=O)C2CCCCC2)n1
-0.0083	CCOC(=O)C1=C(C)NC(=O)NC1/C(C)=C/c1ccccc1 (stereo unspecified)
-3.3	Cc1csc(SCC(=O)N2CCCC2)n1
0.57	N#CCCSCc1ccc(C(=O)O)o1
-3.1	CCCOC(=S)N/C(=N\S(=O)(=O)c1ccccc1)c1ccccc1
-0.35	O=C(COC(=O)COc1ccc(Cl)cc1)NC1CCCCC1

Gathered by group: the compounds so far containing a cyano group
Cav32 inh	SMILES
0.043	Cc1ccc(Nc2oc(C)nc2C#N)cc1
-11*	Cc1cc(/C=C(/C#N)c2nc3ccccc3[nH]2)c(C)n1-c1cccc([N+](=O)[O-])c1
-7*	C=CCn1c(NC(=O)c2ccccc2Cl)c(C#N)c2nc3ccccc3nc21
-0.17	Cc1cc(C)c(NC2=CC(=O)CC(C)(C)C2)c(C#N)c1
0.57	N#CCCSCc1ccc(C(=O)O)o1

(next part)
Cav32 inh	SMILES
-1.7	CCN(CC)C(=O)Cn1cc(/C=C(\C#N)C(=O)N2CCN(c3ccccc3)CC2)c2ccccc21
0.025	Cc1cc(C)cc(NC(=S)NCCN2CCOCC2)c1
-0.26	CC(C)c1nc(N2CCCC2)c(C#N)c2c1CCCC2
0.056	O=C(NCc1ccccn1)c1cc2ccccn2n1
2.6	COc1ccc(S(=O)(=O)N2CCCN(CC(=O)Nc3cc(NC(C)=O)ccc3OC)CC2)cc1
-11*	CCCCCCc1cc2cc(C(N)=O)c(=N)oc2cc1O
0.66	C[N+](C)(C)CCOP(=O)(O)OP(=O)([O-])OC[C@H]1O[C@@H](n2ccc(N)nc2=O)[C@H](O)[C@@H]1O
-1	O=C(Cn1cc(-c2nnnn2-c2ccc(Cl)cc2)c(=O)c2ccccc21)c1ccccc1
-0.095	Cc1nc2nc[nH]n2c(=O)c1NC(=O)c1c(-c2ccccc2Cl)noc1C
0.4	CCC(=O)Nc1ccc(S(=O)(=O)Nc2ncccn2)cc1
-0.07	O=c1c2cnn(-c3ccccc3)c2ncn1Cc1ccco1
0.29	COc1ccc(-n2c(=O)cc(N3CCN(c4ccccc4F)CC3)[nH]c2=O)cc1

Cav32 inh	SMILES
1.2	CC(=O)n1nc(-c2cccnc2)nc1N
0.36	CCN(CC)S(=O)(=O)N1CCC(C(=O)NC2CCCc3ccccc32)CC1 (stereo unspecified)
-2.2	COc1ccc(Nc2nc(N)nc(CSc3n[nH]c(-c4ccccc4)n3)n2)cc1
1.6	CCOc1ccc(CNc2nc3ccccc3n2CCN2CCOCC2)cc1
-0.12	O=C(Nc1ccc(NC(=O)c2ccco2)nc1)c1ccccn1
0.77	CCn1c(SCC(=O)N2CCCCC2C)nc2ccsc2c1=O (stereo unspecified)
-0.77	CCC(CC)C(=O)Nc1cccc(/C(C)=N/NC(=O)c2ccccc2Cl)c1
-0.92	CCCCOC(=O)C1=C(C)Nc2ncnn2C1c1cccc(OC)c1OC (stereo unspecified)
0.69	COC(=O)C1CCN(C(=O)NC2CCCCC2)CC1
0.72	O=C(CN1C(=O)c2ccccc2S1(=O)=O)N1CCN(c2ccccc2F)CC1
0.36	O=C(Nc1ccc2c(c1)OCCO2)c1c(F)cccc1F
0.53	COc1ccc(OC)c(S(=O)(=O)n2ccnc2C)c1

Three entries from above in a different format:
CCCSc1nc(=O)n2cc(C)ccc2n1
  Cav32 inh: 0.44
Cc1cc(C)c(NC2=CC(=O)CC(C)(C)C2)c(C#N)c1
  Cav32 inh: -0.17
O=C(CSCc1ccccc1)Nc1ccc2c(c1)OCO2
  Cav32 inh: -1.2

Single values from above:
Entry of CC(=O)n1nc(-c2cccnc2)nc1N under Cav32 inh: 1.2
Entry of COc1ccc(OC)c(S(=O)(=O)n2ccnc2C)c1 under Cav32 inh: 0.53
Entry of CCN(CC)S(=O)(=O)N1CCC(C(=O)NC2CCCc3ccccc32)CC1 (stereo unspecified) under Cav32 inh: 0.36

The list goes on.
Cav32 inh	SMILES
-0.092	O=C(COc1cc(Cl)ccc1Cl)Nc1nnc(CC(=O)N2CCOCC2)s1
0.27	CCn1c(SCC(=O)N2CCN(c3ccc(F)cc3)CC2)nnc1-c1ccncc1
-0.37	COC(=O)CSc1nc2c(c(=O)n(C)c(=O)n2C)n1CCCc1ccccc1
-0.073	Cc1ccc(S(=O)(=O)Cc2ccc(C(=O)NCc3cccs3)o2)cc1
-2.5	COc1ccccc1NC(=O)Cn1cnc2sc(C(=O)NCc3ccco3)c(C)c2c1=O
-0.21	O=C1CC(N2CCC(c3nc4ccccc4o3)CC2)C(=O)N1Cc1cccs1 (stereo unspecified)
-0.14	CCN1C2=C(C(=O)CCC2)C(c2ccc(O)cc2)C2=C1CCCC2=O
0.82	CCOC(=O)C(Sc1cc(C)nc(N)n1)C(C)=O (stereo unspecified)
-2.9	O=C1c2ccccc2C(=O)N1CCSC(=S)N1CCOCC1
0.91	CNC(=O)[C@@H]1C[C@H]1[C@@H](NC(=O)OCc1ccccc1)c1ccccc1
2.2	COc1ccc(NC(=O)c2ccc3nccnc3c2)cc1
-0.41	COc1cc2cc(C(c3nnnn3C3CCCC3)N(C)C3CCCCC3)c(=O)[nH]c2cc1OC (stereo unspecified)

Cav32 inh	SMILES
-1.2	c1ccc(C(c2ccccc2)N2CCN(Cc3nnnn3C3CCCCC3)CC2)cc1
-0.3	N#Cc1cccc(NC(=O)CSc2ccccc2)c1
-1.3	CCC1(C)Cc2c(sc3nnn(CC(=O)Nc4ccc(Cl)cc4)c(=O)c23)CO1 (stereo unspecified)
-0.34	CCCCCNc1c(C(=O)OCC)c(=O)[nH]c2ccccc12
-0.26	CCN(CC)CCCNC(=O)C1CCN(C(=O)c2cc3sccc3n2Cc2ccc(F)cc2)CC1
0.46	CC(C)C(C(=O)N1CCOCC1)N1C(=O)c2ccccc2C1=O (stereo unspecified)
-0.13	CCOc1ccc2ncc(C(=O)c3ccc(OC)cc3)c(N3CCN(CC)CC3)c2c1
0.23	O=C(Nc1nccs1)C1CC2CCC1C2 (stereo unspecified)
-0.37	Cc1ccc2c(CN3CCN(Cc4ccc5c(c4)OCO5)CC3)cc(=O)oc2c1C
1.2	CCOC(=O)N1CCC(NC(=O)C2CCCN(C(=O)c3cc4sccc4n3C)C2)CC1 (stereo unspecified)
1.3	CC(=O)N1CCC(N2CCN(c3ccccc3F)CC2)CC1
0.0083	Cn1nnnc1SCC(=O)N1c2ccccc2CCc2ccccc21
